# Screening data: PubChem BioAssay, several laboratories
# phage Ecoli inh = E. coli growth loss with phage present. inhibition, % at 11.9 µM. growth absorbance. 360,000 compounds, 0.26% hits; in the data active = inhibition above about 11%
# CAL PDZ FP-1 = human CAL PDZ-peptide interaction inhibition. 330,000 compounds, 0.02% hits. purified CAL PDZ, TMR-peptide fluorescence polarization, 1 h. AID 504414. inhibition, % at 20 µM. Q9HD26;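 active = highest replicate inhibition of at least 40%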;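 also: plate controls were DMSO neutral control wells for no effect and unlabeled competitor peptide control wells for full effect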
#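 Material: tagged CAL PDZ domain; buffer or medium: 25 mM sodium phosphate pH 7.4, 150 mM NaCl, TCEP, IgG, Thesit; compound dosing: single point, 20 µM; schedule: 1 h incubation at room temperature before polarization reading; measured by: FP readout, S and P plane fluorescence; read-out basis: percent inhibition from loss of millipolarization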
# MITF act = increases MITF-driven TRPM1 promoter luciferase signal; activation, % at 12.5 µM; AID 588334; 300,000 compounds, 0.75% hits; SK-MEL-5 TRPM1-promoter luciferase, 24 h; % of positive control, neutral wells = 0;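 active = mean activation of at least 80% with every replicate also reaching 80%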;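 also: 0% = neutral control wells and 100% = parthenolide positive control wells; values of inactives mirror those of a sister screen read the other way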
# E coli growth = counter-screen for AddAB inhibitors: E. coli growth inhibition | E. coli V3065 growth, OD600 absorbance, 18 h | inhibition, % at 11.9 µM | 330,000 compounds, 0.27% hits;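 active = inhibition above the campaign's mean inhibition across all tested compounds plus 3 SD, cut at about 9.9% in these data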;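 also: uninfected addAB+ strain grown without phage in ampicillin broth; 0% = DMSO wells and 100% = ciprofloxacin 0.95 µg/ml wells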
# SR-BI HDL uptake = mouse SR-BI HDL lipid transfer inhibition. ldlA[mSR-BI] CHO cells, DiI-HDL uptake fluorescence, 3 h. 320,000 compounds, 0.96% hits. inhibition, % at 12.5 µM;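 active = mean replicate inhibition of at least 70% and a set share of replicates each scoring 70 or more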;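 also: 0% = median of neutral control wells and 100% = median of positive control wells; values of inactives mirror those of a sister screen read the other way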
# Target sequence (Q61009 whole entry, looked up): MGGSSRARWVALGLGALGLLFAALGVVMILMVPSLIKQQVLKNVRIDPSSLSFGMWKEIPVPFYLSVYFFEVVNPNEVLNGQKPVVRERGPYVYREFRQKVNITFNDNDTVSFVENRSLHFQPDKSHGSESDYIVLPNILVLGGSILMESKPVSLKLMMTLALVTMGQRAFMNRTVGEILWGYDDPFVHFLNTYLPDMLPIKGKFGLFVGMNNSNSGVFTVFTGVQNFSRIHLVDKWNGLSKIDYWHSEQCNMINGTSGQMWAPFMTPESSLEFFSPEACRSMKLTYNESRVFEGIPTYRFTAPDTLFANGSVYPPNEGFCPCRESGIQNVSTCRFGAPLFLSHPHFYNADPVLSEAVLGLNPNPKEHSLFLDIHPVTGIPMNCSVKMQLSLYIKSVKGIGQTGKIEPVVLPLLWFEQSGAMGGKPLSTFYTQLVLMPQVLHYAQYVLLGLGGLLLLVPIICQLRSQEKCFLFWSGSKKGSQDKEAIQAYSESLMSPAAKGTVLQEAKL
# AddAB inh = less growth of phage-infected E. coli with AddAB; 330,000 compounds, 0.29% hits; inhibition, % at 11.9 µM; AID 435030; E. coli expressing H. pylori AddAB, absorbance growth; in the data active = inhibition above about 12%;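 also: 0% = vehicle wells of infected cells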
# SR-BI uptake up = activators of SR-BI mediated HDL lipid uptake; CHO ldlA[mSR-BI] cells, DiI-HDL uptake fluorescence, 3 h; 100 = double the neutral-control signal; activation, % at 12.5 µM; 320,000 compounds, 0.096% hits;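 active = mean replicate activation of at least 60% and every replicate at or above 60%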;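 also: 0% = median plate neutral-control signal and 100% = twice that signal; values of inactives mirror those of a sister screen read the other way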
#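 Test system: SR-BI-overexpressing, LDLR-lacking CHO cells; Medium: Ham's F12 with 0.5% BSA, HEPES 25 mM, pH 7.4; Schedule: 3 h, 37 °C; Technique: bottom-read fluorescence, 550/595 nm.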
# Wnt act = activates Wnt/beta-catenin signaling in a reporter cell assay | activator, plate reader | AID 743398 | activation, % at 9.35 µM | 300,000 compounds, 1.2% hits; in the data active = activation above about 30%, passing the limit was not always enough;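 also: 0% = neutral control wells and 100% = positive control wells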
# CAL PDZ FP-2 = inhibitors of human CAL PDZ peptide binding; Q9HD26; inhibition, % at 24.9 µM; AID 602252; purified CAL PDZ, TMR-peptide fluorescence polarization, 1 h; 300,000 compounds, 0.92% hits;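 active = mean inhibition of at least 30% with at least half of replicates also reaching 30%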;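 also: 0% = DMSO neutral control and 100% = excess unlabeled competitor peptide PRC23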
# Tat export inh = E. coli Tat transport inhibition; AID 488895; 340,000 compounds, 0.036% hits; E. coli MC4100 TorA-mCherry Tat export, fluorescence; inhibition, % at 10 µM;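 active = mean replicate inhibition at least 50% and at least half of replicates individually reaching 50%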;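 also: exported cargo escapes ClpAP degradation while cytoplasmic cargo is degraded and loses fluorescence; 0% = median of neutral control wells and 100% = median of NaSCN control wells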
# * marks the source's active call; other numbers are inactive results; · = no result given.
SMILES,phage Ecoli inh,CAL PDZ FP-1,MITF act,E coli growth,SR-BI HDL uptake,AddAB inh,SR-BI uptake up,Wnt act,CAL PDZ FP-2,Tat export inh
CCOC(=O)Cn1nc(C)c2ccccc2c1=O,1.2,·,13,1.0,6,0.3,-6,·,1,3
COC(=O)c1c(NC(=O)C2SC(=NC3CCCCC3)C(C(N)=O)=C2N)sc2c1CCCC2 (centres undefined),2.3,-2.4,-2,-0.7,3,0.5,-3,·,-5,-2
CCOC(=O)c1sc(=S)n(C)c1NC(=O)c1ccc(F)cc1,3.4,-0.5,0,1.0,-8,0.9,8,-1,·,-5
O=C(CN1CCN(c2ccccn2)CC1)Nc1cccc(Cl)c1Cl,-3.3,-1.1,15,0.1,-2,0.2,2,-4,10,-4
COc1ccc(OCCn2cc(C=O)c3ccccc32)cc1,2.8,-1.6,·,-1.0,0,3.5,0,0,2,-8
Cc1nnsc1C(=O)N/N=C/c1ccc(OC(F)(F)F)cc1,2.7,-0.3,0,0.4,-20,2.1,20,-1,4,-14
Nc1ncnc(Sc2ccc(Cl)cc2)c1[N+](=O)[O-],1.7,-0.2,-2,-2.0,0,-0.8,0,·,1,-8
NNC(=O)Cn1c(-c2ccccn2)nc2ccccc21,1.5,-1.6,5,-1.3,-11,-1.2,11,-3,-4,-3
CC(=C\C(=O)O)/C(=C/c1ccccc1)C(=O)O,2.6,-1.3,·,2.1,-18,3.0,18,·,-2,5
COc1ccc2c(C)c(CC(=O)N3CCN(C(=O)C4COc5ccccc5O4)CC3)c(=O)oc2c1 (centres undefined),1.3,-0.1,13,-2.1,69,2.7,-69,-2,-2,6
Cc1ccc(OCCC(=O)OCC(=O)c2c(N)n(C)c(=O)n(C)c2=O)cc1,0.7,-0.7,1,1.6,1,1.6,-1,2,1,6
CCC(=O)N1CCC(NC(=O)Nc2ccc(OC(F)(F)F)cc2)CC1,2.6,-0.6,-5,-1.8,-6,1.4,6,-3,·,19
N=c1c(C(=O)NCc2ccc(F)cc2)cc2c(=O)n3ccccc3nc2n1Cc1cccnc1,1.2,-2.2,·,-2.4,-1,0.0,1,-3,-4,0
COCCCNC(=O)CCCn1c(=O)c2ccccc2n(Cc2cccc([N+](=O)[O-])c2)c1=O,-1.5,-1.5,-9,-1.6,4,2.3,-4,-3,-7,1
O=C(COC(=O)c1ccc(O)cc1O)NC12CC3CC(CC(C3)C1)C2,-0.9,-0.9,50,-2.2,-16,1.3,16,18,0,-3
Cc1ccc2cc(CCNC(=O)c3ccc(S(=O)(=O)N4CCOCC4)cc3)c(=O)[nH]c2c1,1.1,-0.4,-10,-0.8,-14,3.2,14,4,-4,-4
CC(C)N(CCc1ccncc1)C(=S)Nc1cccc(Cl)c1,-0.9,-2.1,4,-0.6,·,-1.4,·,2,-2,2
Cc1nnc(SCC(=O)NC(=O)NCc2ccco2)s1,2.2,-2.1,-17,-0.1,-6,-0.2,6,0,-2,-6
O=C(CCNC(=O)c1ccccc1Cl)Nc1nccs1,·,-1.5,8,-2.6,-8,-0.8,8,·,1,0
C/C(=N\NC(=O)COc1cccc(Cl)c1)c1ccc2c(c1)OCCO2,1.2,-1.3,5,-0.2,8,2.0,-8,·,-5,-2
CCN(c1ccccc1)S(=O)(=O)c1ccc(C(=O)NCC(c2ccccc2OC)N2CCCC2)cc1 (centres undefined),3.5,-1.8,17,·,6,·,-6,-1,-22,-4
COC(=O)c1sccc1NC(=S)N(C)C1CCCCC1,-0.8,-1.7,19,0.4,·,1.0,·,4,-3,5
CCCCCOc1ccc(C(=O)CCC(=O)NNC(=O)c2ccncc2)cc1,1.9,-1.6,8,·,-7,·,7,-2,0,4
Cn1c(CCc2ccccc2)nnc1SCC(=O)N1CCOCC1,2.0,-0.8,·,1.0,-7,3.1,7,·,-1,6
CCOC(=O)c1c(C)oc2c1c(CN1CCN(C(=O)OCC)CC1)c(O)c1ccccc12,1.4,0.1,74,1.7,14,1.4,-14,-1,1,10
CCOc1cc(/C=N/NC(=O)C(=O)NCCCOC(C)C)cc(Br)c1O,2.8,0.4,1,-1.1,40,1.3,-40,·,-4,-9
Cc1nc(SCC(=O)c2ccccc2)[nH]c(=O)c1Oc1ccc(Cl)cc1,1.9,-7.5,-4,-1.1,1,4.0,-1,0,·,6
COc1ccc(N2CC(O)(c3ccc(C)cc3)[N+]3=C2CCCC3)cc1 (centres undefined),3.0,5.8,-18,-1.2,-15,2.1,15,-1,-1,-3
COc1ccc2c(c1)[nH]c1c(=O)n(Cc3ccncc3)cnc12,0.1,-1.1,8,-0.1,7,-1.2,-7,8,-4,-1
CN(C)S(=O)(=O)c1ccc(C(=O)NCc2ccco2)cc1,4.4,-0.7,11,2.6,-22,5.8,22,-1,-2,-10
CN1C(=O)Nc2cccc3cccc1c23,2.5,-0.8,-13,-0.2,·,1.9,·,-5,-3,5
CC(=O)c1c(N2CCN(c3ccc(F)cc3)CC2)nc(=S)n(-c2ccccc2)c1C,3.5,0.2,-3,-0.3,-2,0.9,2,3,-2,7
CCc1nn(CC(=O)NC(C)CCc2ccccc2)c(=O)c2cc3occc3n12 (centres undefined),1.1,-1.5,2,3.8,2,2.9,-2,1,2,-1
COc1ccc(N2CC(O)(c3ccc(OC(F)F)cc3)[N+]3=C2CCCC3)cc1 (centres undefined),-0.5,-1.7,-1,-0.2,-7,0.7,7,-1,9,5
O=C(C[C@@H]1C/C=C\CCC(=O)OC[C@@H]2CCCN2C1=O)NCCO,0.9,-2.1,10,-0.5,-20,1.7,20,-2,0,-11
O=C(COc1ccc(S(=O)(=O)N2CCOCC2)cc1)N1CCN(c2ccccc2)CC1,3.1,-1.1,-2,0.8,0,0.6,0,-1,-4,3
CCOCCCNC(=O)C(NC(=O)c1ccccn1)c1ccc(C)cc1 (centres undefined),2.8,·,-1,2.4,-14,4.3,14,·,0,-7
O=C(Nc1ccncc1)Nc1ccccc1Cl,2.8,-2.0,6,1.5,-1,4.4,1,3,·,-3
Cc1nc2ccccc2c2oc(C(=O)NCCCN3CC(C)CC(C)C3)cc12 (centres undefined),0.9,-2.3,10,-2.8,-11,0.2,11,0,0,-2
COCCN1C(=O)c2ccc(C(=O)Nc3cccnc3)cc2C1=O,2.9,-2.0,-8,2.0,-25,4.6,25,1,2,-1
COc1ccc(/C=N/N2C(=O)c3ccccc3C2=O)cc1,3.1,0.1,0,-0.3,-5,2.2,5,11,-4,-4
O=C(Cn1c(NCCCO)nc2ccccc21)c1cccc(Br)c1,2.4,0.6,-9,0.1,9,-3.5,-9,·,·,-1
COc1ccc(-c2csc(NC(=O)CSC(C)C(=O)Nc3cc(C)on3)n2)cc1OC (centres undefined),2.0,-0.4,-3,-1.6,40,-2.1,-40,2,11,-4
COc1ccc(NC(=O)Cn2nnc(-c3ccccc3NC(=O)c3cccs3)n2)cc1,3.7,-1.1,-13,2.0,11,-0.6,-11,·,-1,-6
CC(=O)Nc1cccc(NC(=O)C2CC3CCC2C3)c1 (centres undefined),0.7,-2.6,5,-0.4,-14,1.9,14,-2,1,3

# Molecules above with bromine:
SMILES,phage Ecoli inh,CAL PDZ FP-1,MITF act,E coli growth,SR-BI HDL uptake,AddAB inh,SR-BI uptake up,Wnt act,CAL PDZ FP-2,Tat export inh
CCOc1cc(/C=N/NC(=O)C(=O)NCCCOC(C)C)cc(Br)c1O,2.8,0.4,1,-1.1,40,1.3,-40,·,-4,-9
O=C(Cn1c(NCCCO)nc2ccccc21)c1cccc(Br)c1,2.4,0.6,-9,0.1,9,-3.5,-9,·,·,-1

# Later entries
SMILES,phage Ecoli inh,CAL PDZ FP-1,MITF act,E coli growth,SR-BI HDL uptake,AddAB inh,SR-BI uptake up,Wnt act,CAL PDZ FP-2,Tat export inh
CCCc1cc2c(=O)c(-c3ccc4c(c3)OCCO4)coc2cc1OS(C)(=O)=O,3.8,-4.3,59,0.7,25,2.8,-25,8,-4,-7
CN1CCN(NC(=O)COc2cccc(C(F)(F)F)c2)CC1,3.7,-21,-14,-1.3,4,1.0,-4,-2,4,21
COc1ccc(/C=C/c2nnc(NC(=O)COc3cccc(C)c3)s2)cc1,2.0,-2.8,9,-0.3,11,1.9,-11,6,-3,-2
CC(C)CNC(=O)c1cc(-c2ccc(Br)cc2)on1,·,-5.0,124*,-2.3,2,-0.3,-2,26,·,5
COc1ccccc1OCCC(=O)Nc1cccc(S(=O)(=O)N2CCCCC2)c1,1.3,-0.6,-4,2.1,47,0.2,-47,-3,-5,0
COc1ccc(CCN(C)CC(O)COC(c2ccc(F)cc2)c2ccc(F)cc2)cc1OC (centres undefined),-0.2,-0.9,-1,·,-22,·,22,-1,-4,-6
COc1cccc(/C=N/NC(=O)c2ccc(COc3ccc(Cl)cc3Cl)o2)c1,1.1,0.3,·,-2.4,53,1.5,-53,-1,·,4
CCC/C=C1/CCCOC(C(=O)NCc2cc(C)n(C)n2)(C(F)(F)F)C1 (centres undefined),2.1,-1.1,2,3.9,-17,5.4,17,-2,-6,8
O=C(CN1C(=O)C2C3C=CC(C3)C2C1=O)OCC(=O)c1ccccc1 (centres undefined),0.9,-1.8,0,3.3,-10,2.8,10,-2,-2,-11
CC1CCN(C(=O)C2CCN(C(=O)c3ccc(C(C)(C)C)cc3)CC2)CC1,0.6,-3.2,-14,-0.9,4,4.9,-4,-1,9,-1
Nc1nc(SCC(=O)Nc2ccccc2C(F)(F)F)[nH]c(=O)c1-c1ccccc1,4.4,0.2,-2,1.2,-27,1.8,27,-1,-2,11
O=S(=O)(Nc1ccncc1)c1ccc(Cl)c(Cl)c1,-1.1,-0.7,·,0.8,-20,0.1,20,-1,-2,2
O=C(CN1C(=O)C(=O)N(C2CCCC2)C1=O)Nc1ccc(OC(F)F)cc1,1.5,0.3,-1,-1.6,-10,1.6,10,-4,-4,-2
CC1CCCN(C(=O)CCCC(=O)N2CCCC(C)C2)C1 (centres undefined),3.0,-2.8,-4,-2.4,-5,0.2,5,5,-5,-2
CSCCC(NC(=O)c1ccc([N+](=O)[O-])cc1Cl)C(=O)OCC(=O)N1CCN(C(C)=O)CC1 (centres undefined),1.0,1.2,3,-0.9,-9,-0.1,9,0,0,-1
CC1(c2ccc(O)cc2)NC(=O)N(c2ccccc2)N1 (centres undefined),3.2,-0.3,11,0.9,4,3.8,-4,2,-1,2
Cc1ccc(OCC(=O)Nc2ccc3c(c2)nc(CCN2CCC(C)CC2)n3C)cc1,3.3,-2.2,14,0.3,7,1.4,-7,-3,0,-8

# Filtered by structure, those above with a thiophene ring, fused or not.
SMILES,phage Ecoli inh,CAL PDZ FP-1,MITF act,E coli growth,SR-BI HDL uptake,AddAB inh,SR-BI uptake up,Wnt act,CAL PDZ FP-2,Tat export inh
COC(=O)c1c(NC(=O)C2SC(=NC3CCCCC3)C(C(N)=O)=C2N)sc2c1CCCC2 (centres undefined),2.3,-2.4,-2,-0.7,3,0.5,-3,·,-5,-2
COC(=O)c1sccc1NC(=S)N(C)C1CCCCC1,-0.8,-1.7,19,0.4,·,1.0,·,4,-3,5
COc1ccc(NC(=O)Cn2nnc(-c3ccccc3NC(=O)c3cccs3)n2)cc1,3.7,-1.1,-13,2.0,11,-0.6,-11,·,-1,-6
